From PubChem BioAssay
PTPN22 act – activators of human LYP (PTPN22) phosphatase | recombinant LYP, DiFMUP fluorescence; 0 = plate median, 100 = signal doubled | activation, % at 2 µM | 0.11% of 96,000 active | AID 697;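 active = activation at 2 µM above a set limit, the mean plus 5 SD, cut at about 37% in these data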
PostGolgi ctrl – growth of the yeast control strain, post-Golgi counter-screen. efflux-deficient yeast background strain, growth absorbance A615, 16 h. inhibition, % at 10 µM. 5% of 98,000 active. AID 738
Ecoli WT expand – growth inhibitors of E. coli BW25113 wild type. OD600 absorbance. growth inhibition, % at 100 µM. 0.15% of 98,000 active;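 active = growth inhibition above about 50% at one test dose, limit read from the data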;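 note: growth measured after 20 h incubation at 37 °C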
PTK2B oligo ant – blocks oligomerization of human Pyk2 in cells; z-score (the deposit names both 25 µM and 10 µM); Q14289; 0.83% of 99,000 active; Q293 cells, Pyk2 FERM NanoBiT luminescence; hits give low values;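 active = Z-score of -3 or lower, scaled per plate to the spread of control and sample wells; inactive = z-score above -3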;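 note: negative z-score means lost luminescence so less FERM oligomerization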
CYP2C9 activ – increases human cytochrome P450 2C9 activity. P11712. activation factor at 5 µM. recombinant CYP2C9, luciferin-H conversion, luminescence; hits give high values; factor 1 = untreated enzyme, 0 = blocked. 1.4% of 96,000 active. AID 1024;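 active = activation factor of 2 or more for CYP2C9 at a 5 µM dose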;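 note: 0 = sulfaphenazole-blocked wells and 1 = vehicle-only wells; values of inactives mirror those of a sister screen read the other way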
Target sequence (P11712 whole entry, looked up): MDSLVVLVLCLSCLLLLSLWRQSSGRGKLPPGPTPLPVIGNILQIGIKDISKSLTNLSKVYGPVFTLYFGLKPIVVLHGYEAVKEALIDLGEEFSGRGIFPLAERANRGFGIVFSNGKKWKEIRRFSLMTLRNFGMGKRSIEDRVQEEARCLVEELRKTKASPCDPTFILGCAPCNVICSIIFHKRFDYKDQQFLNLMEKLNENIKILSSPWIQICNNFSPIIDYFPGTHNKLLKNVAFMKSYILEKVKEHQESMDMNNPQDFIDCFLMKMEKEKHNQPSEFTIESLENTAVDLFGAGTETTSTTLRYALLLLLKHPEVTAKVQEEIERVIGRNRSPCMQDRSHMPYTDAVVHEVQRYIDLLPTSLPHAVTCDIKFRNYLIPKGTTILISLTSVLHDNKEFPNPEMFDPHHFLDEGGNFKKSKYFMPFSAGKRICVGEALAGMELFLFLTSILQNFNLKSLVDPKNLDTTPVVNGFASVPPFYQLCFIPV
LYP inh 2 – LYP (human) phosphatase inhibition. recombinant LYP catalytic domain, DiFMUP fluorescence. inhibition, % at 2 µM. 0.21% of 96,000 active;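 active = inhibition at 2 µM at or above a set limit, the screen mean plus 3 SD, cut at about 24% in these data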;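 note: 0% = DMSO with enzyme and 100% = enzyme fully blocked by orthovanadate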
PostGolgi yeast – growth inhibition of a yeast mutant, post-Golgi transport screen; post-Golgi transport phenotypic cell assay; 0.9% of 98,000 active; inhibition, % at 10 µM;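 note: yeast cells grown in 1536-well plates; yeast grown about 18 h at 30C before absorbance read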
hDAT+cocaine – changed human dopamine transporter uptake under cocaine IC80; 1.3% of 110,000 active; B-score at 10 µM; LLC-PK1 hDAT cells, [14C]-dopamine uptake with cocaine IC80; actives deviate in either direction; AID 449768;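 active = Z score or B-score, a plate-position-corrected score, falls beyond the plate's 99.7% confidence bounds, in either direction; inactive = both scores lie inside the 99.7% bounds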;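 note: scored against the spread of the other compound wells on the same plate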
CYP2C9 inhib – human CYP2C9 inhibition | P11712 | CYP2C9 Supersomes, luciferin-H conversion, luminescence | 20% of 96,000 active | inhibition, % at 5 µM | AID 777;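 active = blocking of liver enzyme CYP2C9 beyond about 50% at 5 µM, limit read from the data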; note: values of inactives mirror those of a sister screen read the other way
* hit, by the source's call; / = no result given. Cut-off read from the data, not from the text of the source, unless noted: active = inhibition above about 30%; inactive = the rest.

molecule,PTPN22 act,PostGolgi ctrl,Ecoli WT expand,PTK2B oligo ant,CYP2C9 activ,LYP inh 2,PostGolgi yeast,hDAT+cocaine,CYP2C9 inhib
O=c1c[n+]([O-])c2ccccc2n1OCc1ccccn1,9,17,8,-0.06,1.4,-8,2,-0.37,-38
CCCS(=O)(=O)N1CCCC(C(=O)NC(C)c2ccc3c(c2)OCCO3)C1 (centres undefined),4,13,7,2.3,1,-12,-6,-0.96,-5
Nc1cc(=O)[nH]c(=S)n1-c1ccccc1,10,3,0,2.1,1.1,-15,-4,-0.03,-6
COc1cc(OC)cc(-c2n[nH]c(=S)n2-c2cc(OC)ccc2OC)c1,-2,6,-1,0.17,0.5,3,5,2.4,47
C=CCN(CC=C)C(=O)C1CC(=O)N(c2ccc(Br)cc2)C1 (centres undefined),-4,-14,1,-1.4,0.8,5,-5,0.46,24
CCCC(=O)NCc1ccc2c(c1)cc(C)n2C,7,-2,3,-0.37,1.1,-9,11,0.25,-14
O=c1c2ccccc2ncn1CCCSc1ccc(Cl)cc1,2,42*,0,0.91,0.6,3,0,1.9,36
O=C(N1CCOCC1)C(F)(F)C(F)(F)C(F)(F)C(F)(F)C(=O)N1CCOCC1,-5,2,-1,-0.75,1.1,4,-5,-0.018,-5
O=C1CC(C(=O)N2CCOCC2)C2(CCCC2)O1 (centres undefined),7,0,3,0.63,1,-3,7,0.062,4
CCS(=O)(=O)C(=C1Nc2ccccc2N1)S(=O)(=O)CC,-6,/,/,0.47,/,0,/,-0.89,/
c1ccc(-c2nccc(-c3ccc(-n4cnc5ccccc54)cc3)n2)nc1,-36,22,-19,-1.4,0.8,40*,-6,0.97,23
CCOC(=O)C1=C(C)NC(=O)NC1c1ccccc1Cl (centres undefined),6,9,2,-1,0.7,-12,-10,-0.71,32
CNC(=O)c1ccccc1NC(=O)c1ccc(C)c(S(=O)(=O)N2CCCCC2)c1,-4,14,1,-2.7,0.4,-1,-2,0.11,62*
O=C(CCN1C(=O)C2C3C=CC(C3)C2C1=O)NCCc1ccccc1 (centres undefined),-12,17,6,1.7,0.9,9,-3,0.018,11
CCOC(=O)c1ccc(NC(=O)CN2C(=O)C3C4C=CC(C4)C3C2=O)cc1 (centres undefined),11,-5,5,-0.13,1,-9,-3,0.63,-1
CN(C)CCCOC(=O)c1ccccc1Cl,9,6,3,-0.07,0.8,-6,0,-0.34,22
O=c1oc(-c2ccccc2)nc2sc3c(c12)CCCC3,11,2,-19,-2.1,0.9,-11,8,-0.00025,8
O=[N+]([O-])c1cc([N+](=O)[O-])c(N2CCCCCC2)cc1NCCO,-4,15,8,-1.6,0.3,7,-4,-0.77,70*
Cc1ccccc1OCc1nnc(SCC(=O)Nc2ccc3c(c2)OCO3)n1C,-6,3,-9,0.8,1.6,6,2,0.068,-56
CN(CC(=O)NC1CCCCCCC1)S(=O)(=O)c1cccc2cccnc12,7,9,2,/,1.1,-8,-1,0.69,-10
COCc1nn2c(N)c(C#N)cnc2c1-c1ccccc1,15,3,-4,2.2,0.9,-15,-2,-0.0025,6
N=c1c(S(=O)(=O)c2ccc(Cl)cc2)cc2c(=O)n3ccccc3nc2n1CCN1CCOCC1,/,16,0,-1.3,0.4,/,22,/,59*
Cc1cc(SCC(=O)Nc2ccccc2)nc(C)n1,-1,1,5,1.2,1.1,0,7,-1.1,-5
Cc1ccc(N2CCCn3c2cc(C)c(C#N)c3=O)cc1C,-6,/,/,-0.33,/,5,/,-1,/
Cc1cccn2c(=O)c(/C=C(\C#N)S(=O)(=O)c3ccc(Cl)cc3)c(N3CCC(C(N)=O)CC3)nc12,-7,-5,0,1.5,0,9,-2,0.95,97*
O=S(=O)(c1cccc(-c2csc(-c3cccnc3)n2)c1)N1CCCCC1,2,32*,-14,-2.8,0.1,-2,-2,0.68,94*
CCOCC(=O)Nc1c(C(=O)OCC)oc2ccccc12,-4,14,-10,-0.46,0.9,1,16,0.55,8
O=S(=O)(Nc1cccnc1)c1ccc(C2CCCCC2)cc1,-11,8,-4,-0.84,1,10,3,-1.3,4
Cn1c(NC(=O)Cc2ccc(F)cc2)cc(=O)n(C)c1=O,8,-8,7,/,1.1,-12,0,1.5,-14
CC(C)N(c1ccccc1)c1ccc(NC(=O)C2CCCO2)cc1 (centres undefined),/,14,-1,0.06,0.6,/,-8,-0.68,45
Cc1ccc(C(=O)Nc2ccccc2NC(=O)c2ccc(C)o2)o1,/,-9,-1,-0.62,0.6,/,-7,0.063,42
CSc1nc(C)c(CCOC(=O)c2cccc(Cl)c2)c(=O)[nH]1,-4,-2,-14,-0.08,0.8,7,2,0.67,23
C=CCn1c(=NC(=O)CN2C(=O)CCC2=O)sc2cccc(OC)c21,6,6,1,/,0.9,-7,8,-0.11,11
CCn1c(=Nc2ccc(N3CCOCC3)cc2)ccc2ccccc21,2,-3,8,0.47,1.2,-6,0,0.23,-15
NC(=O)N1CC(O)CC1C(=O)Nc1ccc(Cl)c(Cl)c1 (centres undefined),-14,-5,3,0.78,/,14,7,0.015,/
Cc1cc(C)n(C(=O)CN2C(=O)COc3ccccc32)n1,/,10,-1,-0.49,0.4,/,-4,-0.086,57*
CC(/C=C/c1ccc2c(c1)OCO2)=N/NC(=O)CNc1ccc(C)cc1,4,/,/,1.1,/,-1,/,-0.55,/
CC(=O)[C@@H]1[C@@H]2C(=O)N(c3ccc(F)c(Cl)c3)C(=O)[C@@H]2C2c3ccccc3C=CN21 (some centres undefined),/,15,-7,/,/,/,1,1.5,/
O=C1N2CN(C(c3ccccc3)c3ccccc3)CN=C2SC1(CO)CO,-8,8,11,0.11,1,8,-3,-0.71,2
O=C(O)CSCCn1cccn1,/,2,-4,0.67,1.1,/,-4,-0.22,-6
COc1ccc(N2CCN(C(=O)CCCn3c(=O)[nH]c4ccsc4c3=O)CC2)cc1,4,5,1,/,0.7,-8,3,-1,27
Nc1ccc(-c2nnc(-c3ccc(-c4ccccc4)cc3)o2)cc1,-18,5,-9,-3.4*,0.2,20,-9,-1.1,79*
CCOc1ccc(C(=O)SC2=NCCS2)cc1,7,-1,6,-0.83,1.4,-7,-5,-0.092,-37
CCOC(=O)CSc1nnc(C2CCCCC2)n1C,6,21,-1,0.33,1,-9,9,-0.27,-2
O=C1c2ccccc2NC(c2ccccn2)N1c1ccccc1F (centres undefined),-5,/,/,-0.54,/,3,/,-1.2,/
C=CCSc1nc2c(cnn2-c2ccc(C)c(C)c2)c(=O)[nH]1,0,8,-6,/,1,-3,-6,-0.14,2
N#CC(C(=O)NC1CC1)c1nc2ccccc2nc1N1CCCC1 (centres undefined),-2,-12,1,0.99,0.8,2,-2,0.0038,20
CC(C)(C)n1nnnc1C(c1ccc(C(F)(F)F)cc1)N(Cc1ccccc1)Cc1ccco1 (centres undefined),2,21,1,-0.19,0.9,-5,-3,/,5
CCOC(=O)c1ccc(S(=O)(=O)N2CCN(C)CC2)cc1,-4,-3,5,-0.4,1,1,-5,0.0031,-4
O=C1CC(NNc2nc3ccccc3s2)C(=O)N1c1ccccc1 (centres undefined),1,2,2,-0.16,0.9,1,4,0.23,10

Continued:
molecule,PTPN22 act,PostGolgi ctrl,Ecoli WT expand,PTK2B oligo ant,CYP2C9 activ,LYP inh 2,PostGolgi yeast,hDAT+cocaine,CYP2C9 inhib
CNc1oc(C)nc1S(=O)(=O)c1ccc(C)cc1,-5,-2,3,0.14,1.2,3,2,/,-24
CS(=O)(=O)c1cnc(-c2ccccc2)nc1Oc1ccc(F)cc1,42*,1,-5,0.46,0.9,-36,5,-0.55,6
Nn1c(Cc2cccc3ccccc23)nnc1SC1CCOC1=O (centres undefined),-1,6,6,1.1,2.9*,-1,-4,-1.3,-191
CC(C)n1c(NCc2cc(Cl)ccc2O)nc2ccccc21,1,3,0,/,0.8,-2,-7,-0.62,17
O=C(CN1CCN(c2ccc(F)cc2)CC1)Nc1nnc(-c2ccccc2)s1,/,3,-7,0.98,0.9,/,1,0.85,13
Cc1ccc(OCc2nnc(SCC(=O)NCc3ccccc3)n2C)cc1,-10,1,0,3.3,0.8,8,11,1.4,22
O=C(O)c1ccc2c(c1)C(=O)N(c1cc(C(=O)O)ccc1Br)C2=O,/,30*,4,0.89,0.9,/,-4,-1.4,8
CC(C)(C)CC(=O)OCC(=O)Nc1cc(C(C)(C)C)nn1-c1ccccc1,3,18,-2,-0.38,0.9,-2,-1,-0.86,10
CC(=Nc1cccc(O)c1)c1sc2ccccc2c1O,6,26,6,-0.27,1,-5,-4,-0.29,-3
CCOC(=O)c1sc2nc(CC(=O)OC)nc(NCc3ccco3)c2c1C,3,0,-2,-0.44,0.2,0,-13,1.3,84*
C/C(=N\OC(=O)NC1CCCCC1)c1sc(-c2ccccc2)nc1C,7,34*,-12,-2.7,0.7,-2,-2,1.7,28
COc1ccc(C2CC(c3cc(Br)ccc3F)n3nnnc3N2)cc1 (centres undefined),/,10,-1,-0.88,0.4,/,17,-1.1,64*
O=c1nc2n(c3sc4c(c13)CCCC4)C(CBr)CS2 (centres undefined),-8,0,4,0.06,0.9,12,18,0.55,9
CCOc1cc(C(=O)NCCOC)ccc1OC,0,8,-6,-0.9,1,2,27,-0.87,-3
CC1CN=C(N(Cc2ccccc2)C(=O)Nc2ccccc2)S1 (centres undefined),-2,14,6,-0.01,0.5,1,20,-0.66,47
c1ccc(C(CN2CCOCC2)c2ccccc2)cc1,-7,9,1,0.7,0.8,4,-4,-1.4,15
CCc1ccc(C2=NN(S(C)(=O)=O)C(c3cccs3)C2)cc1 (centres undefined),-5,5,-5,-1.7,0.6,7,-17,1,41
CC1Cc2cc(-c3csc(NC(=O)Cc4ccccc4)n3)ccc2N1S(C)(=O)=O (centres undefined),3,16,-13,0.42,0.4,-1,-10,-0.074,58*
CCC(C)n1[nH]c(=O)c2c(C)cc(C)nc21 (centres undefined),14,2,2,1.1,0.9,-16,-2,0.099,11
COc1cccc(NC(=O)Cn2cc(C#N)c3ccccc32)c1,12,/,/,1.1,/,-12,/,-0.3,/
CC(C)Cc1nc2oc3c(N4CCN(CCO)CC4)ncnc3c2c2c1CCCC2,/,15,-14,-1.6,0.3,/,2,2.4*,67*
Cc1nc2sc3c(c2c2nnc(SCC(=O)NCc4ccco4)n12)CCCC3,-4,7,-5,-0.57,0.3,2,-1,0.45,72*
CCC(C)Nc1nc(CN2CCOCC2)nc2sc3c(c12)CCC3 (centres undefined),12,-1,6,1.1,0.7,-13,13,-1,31
COc1ccc2c(c1)C(=O)OC2CC(=O)O (centres undefined),1,5,-3,0.24,0.9,-2,5,-2,10
COCc1nc(-c2ccc(-c3ccc(OC)cc3)nc2OC)no1,/,11,-6,/,1,/,0,-0.19,4
CC1CCCCN1C(=O)Cn1nnc(-c2cccnc2)n1 (centres undefined),12,10,-9,-0.21,/,-8,-3,-0.6,/

A draw from above in order of length of the SMILES, descending.
molecule,PTPN22 act,PostGolgi ctrl,Ecoli WT expand,PTK2B oligo ant,CYP2C9 activ,LYP inh 2,PostGolgi yeast,hDAT+cocaine,CYP2C9 inhib
O=C(O)c1ccc2c(c1)C(=O)N(c1cc(C(=O)O)ccc1Br)C2=O,/,30*,4,0.89,0.9,/,-4,-1.4,8
C/C(=N\OC(=O)NC1CCCCC1)c1sc(-c2ccccc2)nc1C,7,34*,-12,-2.7,0.7,-2,-2,1.7,28
CCc1ccc(C2=NN(S(C)(=O)=O)C(c3cccs3)C2)cc1 (centres undefined),-5,5,-5,-1.7,0.6,7,-17,1,41
CC(C)n1c(NCc2cc(Cl)ccc2O)nc2ccccc21,1,3,0,/,0.8,-2,-7,-0.62,17
CNc1oc(C)nc1S(=O)(=O)c1ccc(C)cc1,-5,-2,3,0.14,1.2,3,2,/,-24
